# CaV13 FRET inh: Disruptors of the CACNA1D IQ motif to Ca2+-dependent inactivation inhibitor domain association, primary screening, Förster resonance energy transfer in intact living … | HEK cells, CFP/YFP FRET ICDI-IQ, plate reader, 10 min; percent FRET-ratio fall versus neutral wells | inhibition, % at 12.3 µM | 0.098% of 340,000 active | AID 743397;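 active = mean replicate inhibition of at least 30% and at least 1% of replicates passing that level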;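 also: 0% = median of the neutral control wells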
# * marks the source's active call; other numbers are inactive results. These rows are one share of the data (hit frequency here may not be typical).
SMILES,CaV13 FRET inh
C=CCN1CC(COc2ccc(OC)cc2)OCCS1(=O)=O (stereo unspecified),-4.7
COC(=O)C1=C(C)N(Cc2ccc(Cl)cc2)C(=S)NC1c1cccc(Br)c1 (stereo unspecified),-3.2
CCCn1cc(C(=O)Nc2ccc(Oc3cccnc3)cc2)c2ccccc21,-1.3
O[C@@H](Cc1ccccc1)[C@@H](/C=C/c1ccccc1)NCCc1ccccc1,-3.6
COc1ccc(N2C(=O)c3n[nH]c(C(C)C)c3C2c2ccc(C)cc2)cc1 (stereo unspecified),-8.7
COC(=O)[C@H](Cc1ccccc1)N1CC=CS1(=O)=O,-5.0
COCc1[nH]nc2c1C(c1ccc(C)cc1)N(Cc1ccccc1)C2=O (stereo unspecified),-3.9
COc1ccc2c(c1)[C@@]1(OCCC=C[C@H]1C)C(=O)N2C/C=C(\C)CCC=C(C)C,-4.0
COC(=O)C1=C(C)N(Cc2ccc(C(F)(F)F)cc2)C(=NCc2ccccc2C(F)(F)F)NC1c1ccccc1C(F)(F)F (stereo unspecified),-2.0
C[C@@H]1ON(C)[C@H]2C[C@H]3c4[nH]c5c(-c6ccc(F)cc6)cccc5c4CCN3C(=O)[C@@H]12,-3.7
Nc1[nH]c(C(=O)c2ccccc2)c(-c2cccnc2)c1C(=O)c1ccccc1,-6.1
O=S1(=O)CCSC[C@@H](CN2CCOCC2)N1,-4.6
CCOC(=O)Cc1csc2nc(-c3ccccc3)cn12,-11.7
C[C@@H]1OC(C2CCCCC2)N(C)[C@H]2C[C@H]3c4[nH]c5cccc(-c6ccccc6)c5c4CCN3C(=O)[C@@H]12 (stereo partly specified),-4.1
Cc1cccc(CN2CCSCCS2(=O)=O)c1,-3.5
COC(=O)Cc1nnn2c1[C@H](C)[C@H](c1cccc(OC)c1OC)OCC2,-3.8
C[C@@H]1CCCCO[C@@H](CN(C)Cc2ccc(C(=O)O)cc2)[C@@H](C)CN([C@H](C)CO)C(=O)c2cc(NS(C)(=O)=O)ccc2O1,-5.5
N#Cc1ccc(S(=O)(=O)NCC2CCN(C(=O)C(=O)c3cc4ccccc4o3)CC2)cc1,-8.6
Nc1[nH]c(C(=O)c2ccccc2)c(-c2ccccc2Cl)c1C(=O)NCCc1c[nH]c2ccccc12,-15.5
C[C@H]1CN(C(=O)OC(C)(C)C)CCN1c1ccc(N2CC[C@H](O)C2)c(C#N)c1,-8.6
CCCN(CCC)c1cc(=O)nc2ccccn12,-4.6
COC(=O)c1ccc2nc(-c3ccccc3)c(Cc3cccc(Cl)c3)n2c1,-6.9
c1ccc(Cn2cc(CCOCc3ccccn3)c3ccccc32)cc1,-9.8
COc1cc(C=NN=c2sc3ccccc3n2C)ccc1OCCO,-10.9
COc1ccc(Cn2cc(CN3[C@@H](c4ccccc4)COc4cc(Br)ccc4S3(=O)=O)nn2)cc1,-3.6
O=C(N[C@H](C(=O)N1CCC[C@H]1C(=O)NCc1ccccc1)c1ccccc1)c1ccc(Cl)cc1Cl,-3.1
COc1ccccc1-c1ccc2c(c1)[C@@H]1C[C@H]3[C@@H](CN1CC2)[C@H](C)ON3C,-5.0
COC(=O)c1cc2c(c3c4cc(F)ccc4n(S(=O)(=O)c4ccccc4)c13)C(=O)N(Cc1ccccc1)C2,-4.2
O=C(C(=O)N1CCN(S(=O)(=O)c2cccc(C(F)(F)F)c2)CC1)c1cccc(C(F)(F)F)c1,-9.2
O=C(CCc1c[nH]c2ccccc12)Nc1ccc(Nc2cccnc2)c(Br)c1,-1.2
C[C@@H]1CN([C@@H](C)CO)C(=O)c2cc(Br)cnc2O[C@@H]1CN(C)C(=O)c1ccc(F)cc1,-6.1
CCCCOCC1CN(CCCC)S(=O)(=O)c2c(cccc2N(C)S(=O)(=O)c2ccc(C)cc2)O1 (stereo unspecified),-8.8
COC(=O)[C@]1(Cc2ccccc2)NC=C(C(=O)c2ccccc2)[C@@H]1c1cccs1,-4.1
CCNC(=O)N(C)[C@H]1C[C@@H](c2ccccc2)N(C(C)=O)C[C@H]1CO,-4.7
CC(=O)Nc1cccc(Cn2cccn2)c1,-8.0
O=C(NC(CC1=CCCCC1)c1ccccc1)C(F)(F)F (stereo unspecified),-2.3
O=C(Cc1ccc(NC(=O)C2CCCN(C(=O)c3ccccc3)C2)cc1)Nc1cccc(C(=O)N2CCCC2)c1 (stereo unspecified),-11.1
Nc1nc2c(ncn2[C@@H]2O[C@H](C(=O)NCC(c3ccccc3)c3ccccc3)[C@@H](O)[C@H]2O)c(=O)[nH]1,-7.6
C[C@H]1[C@H](c2ccccc2)Oc2cccc(NCCc3ccccc3)c2S(=O)(=O)N1Cc1cccc(Cl)c1,-4.6
C[C@@H]1CN([C@H](C)CO)C(=O)CCCn2cc(nn2)CO[C@H]1CN(C)S(=O)(=O)c1ccc(Cl)cc1,-7.3
Nc1[nH]c(=O)ncc1-c1ccc([N+](=O)[O-])cc1,-11.6
CN1OC[C@@H]2CN[C@H](c3ccc(N4CCCCC4)cc3)C[C@@H]21,-4.9
COC(=O)c1cc2c(c3c4cc(F)ccc4n(S(=O)(=O)c4cccc(C)c4)c13)C(=O)N(c1ccc(OC)cc1)C2,-6.6
Cc1ccccc1C(=O)N(C)[C@H]1C[C@H]2c3[nH]c4c(-c5ccccc5)cccc4c3CCN2C(=O)[C@H]1[C@H](C)O,-4.9
COC(=O)[C@]12C[C@H](CC(=O)NCC34CC5CC(CC(C5)C3)C4)C(=O)N(Cc3ccc4c(c3)OCO4)C1=C[C@H](COCc1ccccc1)O[C@@H]2C,-8.6
O=C(CC1CCCC1)N[C@H](C(=O)N1CCC[C@H]1C(=O)NCCc1ccccc1Cl)c1ccccc1,-3.2
Cc1c(C2(O)CCCCC2)[nH]c2ccccc12,-4.8
O=S1(=O)N[C@H](Cc2ccccc2)COc2cccc(NCCO)c21,-3.3
CC(C)C(C(=O)NCc1ccccc1)N1CCN(CCN2CCOCC2)CC1 (stereo unspecified),-6.8
C[C@@H]1ON(C)[C@H]2C[C@H]3c4[nH]c5c(-c6ccc7c(c6)OCO7)cccc5c4CCN3C(=O)[C@@H]12,-3.7
CCCCCCCCN1C(=O)[C@@H](CC(=O)N2CCCC2)C[C@@]2(C(=O)OC)C1=C[C@H](C1CCCC1)O[C@@H]2C,-9.7
CCc1c(Cc2cccc(F)c2)ncn1CCc1ccccc1OC,-10.1
CN(C(=O)CSc1ncnc2c(-c3cccs3)nsc12)C1CCCCC1,-3.6
O=C(Nc1ccccc1C(=O)NCC1CC1)c1cccs1,-5.2
Nc1ccc2ccc(N)cc2c1,-12.6
COC(=O)[C@]12C[C@H](CC(=O)NCc3ccc(C)o3)C(=O)N(Cc3ccccc3)C1=C[C@H](C(C)C)O[C@@H]2C1CC1,-3.7
O=C(O)Cn1cnc2c(NCc3ccccc3)ncnc21,-6.2
C[C@H]1[C@@H]2C[C@@]3(O[C@H](c4ccc(C(F)(F)F)cc4)N=C3C[C@@H]1c1ccccc1)N(Cc1ccncc1)C2=O,-4.2
CCCN(CCC)Cc1cc(=O)oc2ccccc12,-4.0
CCCCCCCCN1C(=O)[C@@H](CC(=O)N2CCN(C(=O)C3CC3)CC2)C[C@@]2(C(=O)OC)C1=C[C@H](C1CCCC1)O[C@@H]2C,-4.9

# Next section:
SMILES,CaV13 FRET inh
C=CC(=O)Nc1cccc(Oc2nc(Nc3ccc(N4CCN(C)CC4)cc3OC)ncc2Cl)c1,-6.8
Cc1[nH]nc2c1C(c1ccc(F)cc1)N(c1ccccc1)C2=O (stereo unspecified),-4.9
CS(=O)(=O)c1cccc(OCCCN2CCC(C(O)(c3ccccc3)c3ccccc3)CC2)c1,-7.5
CC(C)C[C@H](NC(=O)c1ccco1)C(=O)N1CCC[C@H]1C(=O)NCc1ccccc1,-8.3
CON(C)C(=O)[C@H]1C[C@@H]2[C@H](C[C@@H](c3ccccc3)[C@H]1C)N(c1ccc(F)cc1)C(=O)N2CCCOc1ccccc1,-4.4
CCCCc1c(-c2ccccc2OC)ncn1Cc1cc(F)cc(F)c1,-4.4
NC(=O)c1c(N)[nH]c(C(=O)c2ccccc2)c1-c1ccc2c(c1)OCO2,-21.0
Nc1nc2c(ncn2[C@@H]2O[C@H](C(=O)N[C@@H](Cc3ccccc3)C(=O)NCc3ccc4c(c3)OCO4)[C@@H](O)[C@H]2O)c(=O)[nH]1,-5.6
Nc1[nH]c(C(=O)c2ccc(Br)cc2)c(-c2ccc(Cl)cc2[N+](=O)[O-])c1C(=O)NCCc1c[nH]c2ccccc12,-8.9
CC(=O)N1C[C@@H](CO)[C@@H](N(C)C(=O)/C=C/c2ccccc2)C[C@H]1c1ccccc1,-3.0
COC(=O)[C@]12C[C@H](CC(=O)N3CCCCC3)C(=O)N(Cc3ccccc3)C1=C[C@H](C1CCCC1)O[C@@H]2C,-8.6
COC(=O)C1=C(C)N(Cc2ccccc2C(F)(F)F)C(=NCc2cccc(C(F)(F)F)c2)NC1CCc1ccccc1 (stereo unspecified),-7.7
COC(=O)N1C[C@H](OCCCOCc2ccccc2)[C@H]2C[C@@H]1c1ccccc1O2,-4.1
O=C(CCCCCn1c(=O)[nH]c2ccccc2c1=O)NC1CCCC1,-9.1
O=C(NN=Cc1ccco1)C(=O)Nc1ccc(Cl)c([N+](=O)[O-])c1,-13.0
O=C(/C=C/c1ccccc1)Nc1cccc(C(=O)NCc2ccccc2)c1,-5.1
COc1ccc(-c2ccc3c(n2)CCCN3S(=O)(=O)c2ccc(OC)cc2)cc1,-11.8
COc1ccc(S(=O)(=O)Nc2ccc3c(c2)C(=O)N([C@H](C)CO)C[C@H](C)[C@@H](CN(C)C)OCCCC[C@H](C)O3)cc1,-5.3
CCOC(=O)N(C)C[C@H]1OCc2cnnn2CCCC(=O)N([C@H](C)CO)C[C@@H]1C,-5.4
CCCCc1c(-c2ccccc2OC)ncn1Cc1cccc(F)c1F,-8.4
CCc1cc2c(nc1CC)CCCN2Cc1ccccc1C(F)(F)F,-11.4
Cn1c(N)c(C(=O)CCc2ccccc2)c(=O)n(C)c1=O,-14.8
N#Cc1[nH]nc2nc[nH]c(=O)c12,-12.2
Cc1cc(OC(=O)NCCc2ccc(F)cc2)ccc1F,-6.4
CC(C)C[C@H](NC(=O)CC1CCCC1)C(=O)N1CCC[C@H]1C(=O)NCc1ccccc1,-8.6
CCCN1C(=O)c2[nH]nc(-c3ccccc3)c2C1c1ccc(C)cc1 (stereo unspecified),-2.8
O=C(NCc1ccccc1)[C@H]1CCCN1C(=O)[C@H]1CCCN1C(=O)c1cccc(F)c1,-4.2
O=C1c2[nH]nc(-c3ccccc3)c2C(c2cccc(C(F)(F)F)c2)N1c1ccccc1 (stereo unspecified),-5.8
Cc1nc2scc(-c3ccccc3)c2c(=O)n1N=C1C=CC(=O)C=C1,0.1
O=C1c2[nH]nc(-c3ccccc3)c2C(c2ccc(F)cc2)N1Cc1ccccc1 (stereo unspecified),-4.3
COC(=O)C1=C(C)N(Cc2ccccc2C(F)(F)F)C(=NCc2ccc(C(F)(F)F)cc2)NC1c1cccc(C(F)(F)F)c1 (stereo unspecified),-6.6
c1ccc(CN2CCCC3CC2c2ccccc23)cc1 (stereo unspecified),-6.8
CCOc1cc(OCC)cc(C(=O)N2CCC[C@@H]2C(=O)N2CCC[C@@H]2C(=O)NCc2cccc(OC)c2)c1,-10.4
Nc1nc2c(ncn2[C@@H]2O[C@H](C(=O)N[C@H](Cc3ccccc3)C(=O)NCc3ccc4c(c3)OCO4)[C@@H](O)[C@H]2O)c(=O)[nH]1,-9.9
CCOC(=O)C1=C(C(=O)OCC)C2N(Cc3ccc(C#N)cc3)c3ccccc3[C@@]23C[C@@H](C(=O)OC)N(S(=O)(=O)c2ccc(C)cc2)C3=N1 (stereo partly specified),-6.2
C[C@H]1Cn2cnc(C(=O)N3CCN(c4ccccc4)CC3)c2C(=O)N1,-3.4
CN1OC[C@@H]2CN[C@H](c3ccc(-n4ccnc4)cc3)C[C@@H]21,-4.2
COC(=O)C1(F)C(=O)NC(=O)NC1OC (stereo unspecified),-12.2
Nc1[nH]c(C(=O)c2ccc(Br)cc2)c(-c2ccncc2)c1C(=O)NCCc1c[nH]c2ccccc12,-14.4
COC(=O)c1ccc(CN2C(=O)[C@]3(OCCC=C[C@H]3C)c3cc(OC)ccc32)cc1,-4.8
Cc1ccc(NC(=O)OCCN(C)C(=O)Nc2ccc(C)cc2C)c(C)c1,-2.9

# In the list so far, 16 contain an aryl methoxy group:
SMILES,CaV13 FRET inh
C=CCN1CC(COc2ccc(OC)cc2)OCCS1(=O)=O (stereo unspecified),-4.7
COc1ccc(N2C(=O)c3n[nH]c(C(C)C)c3C2c2ccc(C)cc2)cc1 (stereo unspecified),-8.7
COc1ccc2c(c1)[C@@]1(OCCC=C[C@H]1C)C(=O)N2C/C=C(\C)CCC=C(C)C,-4.0
COC(=O)Cc1nnn2c1[C@H](C)[C@H](c1cccc(OC)c1OC)OCC2,-3.8
COc1cc(C=NN=c2sc3ccccc3n2C)ccc1OCCO,-10.9
COc1ccc(Cn2cc(CN3[C@@H](c4ccccc4)COc4cc(Br)ccc4S3(=O)=O)nn2)cc1,-3.6
COc1ccccc1-c1ccc2c(c1)[C@@H]1C[C@H]3[C@@H](CN1CC2)[C@H](C)ON3C,-5.0
COC(=O)c1cc2c(c3c4cc(F)ccc4n(S(=O)(=O)c4cccc(C)c4)c13)C(=O)N(c1ccc(OC)cc1)C2,-6.6
CCc1c(Cc2cccc(F)c2)ncn1CCc1ccccc1OC,-10.1
C=CC(=O)Nc1cccc(Oc2nc(Nc3ccc(N4CCN(C)CC4)cc3OC)ncc2Cl)c1,-6.8
CCCCc1c(-c2ccccc2OC)ncn1Cc1cc(F)cc(F)c1,-4.4
COc1ccc(-c2ccc3c(n2)CCCN3S(=O)(=O)c2ccc(OC)cc2)cc1,-11.8
COc1ccc(S(=O)(=O)Nc2ccc3c(c2)C(=O)N([C@H](C)CO)C[C@H](C)[C@@H](CN(C)C)OCCCC[C@H](C)O3)cc1,-5.3
CCCCc1c(-c2ccccc2OC)ncn1Cc1cccc(F)c1F,-8.4
CCOc1cc(OCC)cc(C(=O)N2CCC[C@@H]2C(=O)N2CCC[C@@H]2C(=O)NCc2cccc(OC)c2)c1,-10.4
COC(=O)c1ccc(CN2C(=O)[C@]3(OCCC=C[C@H]3C)c3cc(OC)ccc32)cc1,-4.8

# From PubChem BioAssay
